Screening data (PubChem)
IL1B NFkB inh – blocks IL-1B driven NFkB nuclear translocation in HUVEC cells. HUVEC IL-1B NFkB p65 nuclear translocation imaging. actives 0.43% (n = 94,000). AID 796. inhibition, % at 2 µM;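 active = inhibition above about 30% together with a positive call from visual inspection of the well image, limit read from the data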;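 also: nuclear over cytoplasmic p65 intensity ratio measured by imaging; 0% = IL-1B stimulated DMSO wells and 100% = unstimulated DMSO wells; values of inactives mirror those of a sister screen read the other way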
IL1B NFkB pot – enhances IL-1B driven NFkB nuclear translocation; actives 0.3% (n = 94,000); HUVEC IL-1B NFkB p65 nuclear translocation imaging; activation, % at 2 µM;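 active = activation above 40%, about the mean plus 3 SD, also judged a hit on visual image review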;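 also: percent activation is computed from the nuclear over cytoplasmic p65 intensity ratio; values of inactives mirror those of a sister screen read the other way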
PLAP inhibitors HTS – inhibition of human placental alkaline phosphatase – biochemical, luminescence, HTS (AID 690); purified PLAP, luminescent substrate; higher % means a stronger effect; inhibition, % at 20 µM, or IC50 in µM where a hit was titrated; actives 0.08% (n = 96,000); in the data active = a potency from the dose series; inactive = the rest, 99 in 100 with inhibition below about 30%; also: strong numbers were not always called active
MRP resist rev – reverses drug resistance mediated by MRP; H69AR cells + 2 uM doxorubicin, CellTiter-Glo, 72 h; differential viability (reversal), % at 10 µM; actives 0.04% (n = 85,000); AID 602;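 active = viability drop by adding the cancer drug above about 55%, with treated viability meeting a 40% cutoff, limit read from the data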;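 also: viability without doxorubicin minus viability with 2 µM doxorubicin for each compound; larger differential means the compound sensitizes cells more to doxorubicin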
Bcl-B TR3 displacers – displacers of TR3 peptide from Bcl-B, primary screen, selectivity assay for Bfl-1 inhibitor project, biochemical, fluorescence polarization; FP displacement of FITC-TR3 peptide from Bcl-B; higher % means a stronger effect; displacement, % at 20 µM, or IC50 in µM where a hit was titrated; actives 0.11% (n = 96,000); AID 748;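 active = displacement above 50% at 20 µM plus a fluorescence interference ratio under 1.5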;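 also: plate controls were wells without compound for no effect and wells lacking Bcl-B protein for full effect; a part of the inactive calls stands beside numbers as strong as those of hits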
MRP resist rev cytotoxicity – recorded beside MRP resist rev, whose call it bears; viability, %; H69AR cells, CellTiter-Glo, 72 h; measured here: cytotoxicity without doxorubicin
MRP resist rev with doxorubicin – recorded beside MRP resist rev, whose call it bears; viability, %; measured here: viability with 2 uM doxorubicin; active compounds read low
IL1B NFkB inh cell count 2 µM – further read-out of IL1B NFkB inh, marked with its call; cell count; measured here: cells passing quality filter;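 raw number of nuclei counted in each imaged well without normalization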
IL1B NFkB pot cell count 2 µM – further read-out of IL1B NFkB pot, marked with its call; cell count; measured here: cells passing quality filter
Starred values were filed as active, the others as inactive; x = not tested or not shown; & = joins results of further samples. These rows are one share of the data; count on the stated rates, not on these rows.

| mol | Bcl-B TR3 displacers | IL1B NFkB pot | IL1B NFkB inh | MRP resist rev with doxorubicin | IL1B NFkB pot cell count 2 µM | PLAP inhibitors HTS | MRP resist rev cytotoxicity | MRP resist rev | IL1B NFkB inh cell count 2 µM |
| --- | --- | --- | --- | --- | --- | --- | --- | --- | --- |
| COc1ccccc1Oc1ccc2c(c1)C(=O)N(c1ccccc1)C2=O | x | -13 | 13 | 78 | 108 | x | 71 | -7 | 108 |
| Cc1cc(=O)[nH]c2cc(O)ccc12 | 0% | 2 | -2 | 78 | 154 | 8% | 96 | 18 | 154 |
| COc1ccc(N2CCN(C(=O)CSc3nnc(-c4cc5ccccc5cc4O)n3C)CC2)cc1 | 1% | -11 | 11 | 77 | 156 | -19% | 88 | 12 | 156 |
| O=C(Nc1cccc(Cl)c1N1CCCCC1)c1ccc2c(c1)OCCO2 | -1% | 14 | -14 | 83 | 117 | 6% | 83 | 0 | 117 |
| Cn1c(O)c(C=NC(CC(N)=O)C(=O)O)c(=O)n(C)c1=O (centres undefined) | 4% | -4 | 4 | x | 87 | -26% | x | x | 87 |
| Cc1c(Cl)cccc1-n1ccnc1SCC(=O)O | 5% | -1 | 1 | 104 | 114 | -29% | 98 | -6 | 114 |
| Cc1ccc(-c2nnc(N3CCN(C(=O)c4ccco4)CC3)c3ccccc23)cc1 | -3% | x | x | 38 | x | -60% | 54 | 15 | x |
| O=c1c2ccccc2nc(CSc2nnnn2-c2ccccc2)n1-c1ccccc1Cl | x | -10 | 10 | 99 | 73 | x | 95 | -5 | 73 |
| CCc1ccc(-c2nc(NC(=S)NC(=O)c3cccs3)sc2C)cc1 | 1% | 2 | -2 | x | 151 | 21% | x | x | 151 |
| Cc1ccc(N2C(N)=NC(N)=NC23CCCC3)c(C)c1 | -8% | -1 | 1 | 92 | 102 | 6% | 91 | -2 | 102 |
| CCN(c1ccccc1)S(=O)(=O)c1cc(C(=O)O)ccc1C | 19% | -8 | 8 | 94 | 175 | 4% | 88 | -6 | 175 |
| CCNC(=O)CCn1nc(-c2ccc(Cl)cc2)c2ccccc2c1=O | -7% | 1 | -1 | 80 | 101 | -21% | 69 | -11 | 101 |
| Cc1nnc(SCCn2c(Br)nc3c2c(=O)[nH]c(=O)n3C)s1 | 2% | 24 | -24 | 111 | 140 | 1% | 94 | -17 | 140 |
| COc1ccc(C2(C)NC(=O)N(CC(=O)Nc3ccc4c(c3)OCO4)C2=O)cc1OC (centres undefined) | -2% | 6 | -6 | 87 | 167 | 13% | 85 | -2 | 167 |
| O=C(c1ccccc1F)N1CCN(c2ccccc2)CC1 | -2% | 4 | -4 | 78 | 167 | 5% | 90 | 12 | 167 |
| CC1(C)CC(=O)/C(=C(\O)c2ccccc2)C(=NCCO)C1 | 3% | -4 | 4 | x | 104 | -7% | x | x | 104 |
| CCOC(=O)c1[nH]c2ccccc2c1NC(=O)C(C)(C)C | 17% | 3 | -3 | 98 | 43 | 18% | 98 | 0 | 43 |
| CN1/C(=C\C(=O)c2cccs2)Sc2ccccc21 | 14% | 1 | -2 | 44 | 154 | -1% | 40 | -4 | 154 |
| Cn1cnc2c1c(=O)n(CC(O)CO)c(=O)n2C (centres undefined) | 0% | -1 | 1 | 81 | 173 | 12% | 102 | 22 | 173 |
| O=C(Cn1c(=O)n(Cc2ccc3c(c2)OCO3)c(=O)c2ccccc21)N1CCCc2ccccc21 | x | 20 | -20 | 89 | 145 | x | 87 | -2 | 145 |
| CC(/C=C/c1ccccc1)NC(N)=O (centres undefined) | -15% | 13 | -13 | 76 | 97 | 6% | 86 | 10 | 97 |
| COc1ccc([C@H]2[C@H](C(=O)C(C)(C)C)N3N=Cc4ccccc4C3[C@]23N=C(c2ccccc2)OC3=O)cc1OC (some centres undefined) | -20% | 4 | -4 | 81 | 151 | -34% | 84 | 2 | 151 |
| CC(=O)Nc1ccc(NC(=O)CNS(=O)(=O)c2ccc(C)cc2)cc1 | -5% | 3 | -3 | 90 | 67 | 10% | 90 | 0 | 67 |
| O=C(Oc1ccc(OC(=O)N2CCCCC2)cc1)c1ccccc1 | 0% | -2 | 2 | 106 | 143 | 4% | 103 | -3 | 143 |
| CCN(CC)c1ccc(/C=C(/C#N)c2nc3ccccc3[nH]2)c(OC(C)C)c1 | -32% | 4 | -4 | x | 189 | 30% | x | x | 189 |
| CC(C)(C)NC(=O)Cn1c(SCC(=O)NCc2cccs2)nc2ccccc21 | 1% | -9 | 9 | 84 | 132 | 22% | 103 | 19 | 132 |
| CCn1c(COc2ccc3c(c2)OCO3)nnc1SCC(=O)O | x | 1 | -2 | 107 | 141 | x | 104 | -4 | 141 |
| Cc1cc(C)c(S(=O)(=O)N2CCC(C(N)=O)CC2)cc1C | -14% | -2 | 2 | 74 | 64 | 13% | 88 | 14 | 64 |
| CCOC(=O)N1CCN(Cc2ccccc2F)CC1 | -9% | 16 | -16 | 87 | 164 | 11% | 91 | 4 | 164 |
| CCCn1c(SCC(=O)N2CCN(c3ccccc3)CC2)nc2ccccc2c1=O | 0% | -10 | 10 | 76 | 154 | 6% | 86 | 11 | 154 |
| COc1ccc(Cc2nc3ccc(S(N)(=O)=O)cc3[nH]2)cc1OC | 16% | 1 | -2 | 89 | 154 | -35% | 96 | 8 | 154 |
| Cc1c(C)c2ccc(OCc3ccc(C(=O)O)o3)c(C)c2oc1=O | 3% | -2 | 2 | 68 | 110 | -10% | 88 | 20 | 110 |
| CCC(=O)NC1(C(F)(F)F)C(=O)Nc2c1c(=O)[nH]c(=O)n2Cc1ccco1 (centres undefined) | -4% | 19 | -19 | 107 | 108 | -6% | 96 | -11 | 108 |
| Cn1c(=O)[nH]c(=O)c2c1nc(NCc1ccccc1)n2CCCc1ccccc1 | 9% | 15 | -15 | 93 | 159 | -16% | 82 | -11 | 159 |
| N#CC1=C(N)Oc2n[nH]c(-c3cccs3)c2C1c1ccsc1 (centres undefined) | 0% | 25 | -25 | 83 | 134 | -11% | 91 | 8 | 134 |
| Nc1n[nH]c(-c2ccc(Br)cc2)c1Cl | -10% | 8 | -8 | 75 | 184 | -20% | 85 | 9 | 184 |
| CC1=NN(c2ccc(C(=O)OC(C)C)cc2)C(=O)/C1=C\C=C\c1ccco1 | x | 28 | -28 | 76 | 153 | x | 58 | -18 | 153 |
| COc1cc(NC(=O)COc2ccc(F)cc2)nc(OC)n1 | 16% | 14 | -14 | 90 | 142 | 17% | 90 | 0 | 142 |
| NC(=O)c1nsc(C(=O)N(CC(=O)NCc2ccc3c(c2)OCO3)C2CCCC2)c1N | -4% | 2 | -2 | 80 | 69 | -1% | 84 | 4 | 69 |
| Cc1onc(-c2ccccc2Cl)c1C(=O)Nc1nnc(-c2ccc(Cl)cc2Cl)s1 | 2% | -11 | 11 | 76 | 159 | -28% | 82 | 6 | 159 |
| COc1ccc2cc(CN(CC3COCCO3)S(=O)(=O)c3ccc(Cl)cc3)c(=O)[nH]c2c1 (centres undefined) | 1% | 4 | -4 | 21 | 105 | -13% | 13 | -7 | 105 |
| N#C/C(=C\c1ccccc1)c1nc2ncccc2[nH]1 | 5% | x | x | x | x | -7% | x | x | x |
| S=c1[nH]nc(-c2cnccn2)n1-c1ccccc1 | -2% | 17 | -17 | 102 | 75 | 7% | 105 | 3 | 75 |
| CCOc1cc(CNCCO)cc(Br)c1OCc1ccccc1Cl | -4% | x | x | x | x | -51% | x | x | x |
| Cc1ccccc1OCC(=O)NCC(=O)N/N=C/C=C/c1ccccc1 | 2% | -1 | 1 | x | 176 | -17% | x | x | 176 |
| O=C1c2cccc3c([N+](=O)[O-])ccc(c23)C(=O)N1c1ccc(Cl)cn1 | 129% | -30 | 30* | x | 23 | 27% | x | x | 23* |
| Cc1cc(Nc2cc(F)ccc2C)n2ncnc2n1 | -3% | x | x | 96 | x | -73% | 91 | -5 | x |
| CCOC(=O)C1(CC)CC(CSc2nc3ccccc3[nH]2)OC1=O (centres undefined) | -3% | -8 | 8 | 93 | 120 | 2% | 96 | 3 | 120 |

3 entries from above, with two lines to a compound:
Each structure is followed by: Bcl-B TR3 displacers, IL1B NFkB pot, IL1B NFkB inh, MRP resist rev with doxorubicin, IL1B NFkB pot cell count 2 µM, PLAP inhibitors HTS, MRP resist rev cytotoxicity, MRP resist rev, IL1B NFkB inh cell count 2 µM
- Cc1ccccc1OCC(=O)NCC(=O)N/N=C/C=C/c1ccccc1
→ 2%, -1, 1, x, 176, -17%, x, x, 176
- NC(=O)c1nsc(C(=O)N(CC(=O)NCc2ccc3c(c2)OCO3)C2CCCC2)c1N
→ -4%, 2, -2, 80, 69, -1%, 84, 4, 69
- CCOC(=O)C1(CC)CC(CSc2nc3ccccc3[nH]2)OC1=O (centres undefined)
→ -3%, -8, 8, 93, 120, 2%, 96, 3, 120

(cont.)
| mol | Bcl-B TR3 displacers | IL1B NFkB pot | IL1B NFkB inh | MRP resist rev with doxorubicin | IL1B NFkB pot cell count 2 µM | PLAP inhibitors HTS | MRP resist rev cytotoxicity | MRP resist rev | IL1B NFkB inh cell count 2 µM |
| --- | --- | --- | --- | --- | --- | --- | --- | --- | --- |
| O=S(=O)(c1ccc(F)cc1)c1nc(-c2ccccc2F)oc1N1CCCCC1 | -3% | -23 | 23 | 77 | 167 | -8% | 90 | 13 | 167 |
| O=C(/C=C/c1ccc2c(c1)OCO2)Nc1nc(-c2ccccc2)cs1 | -7% | 7 | -7 | x | 114 | 7% | x | x | 114 |
| CCOC(=O)c1c(NC(=O)CNCCOC)sc2c1CCCC2 | x | 7 | -6 | 75 | 125 | x | 56 | -20 | 125 |
| CC1(C)OC(=O)C(=CNc2cccc(O)c2)C(=O)O1 | -9% | -3 | 3 | 87 | 70 | 0% | 85 | -2 | 70 |
| COc1ccccc1NC(=O)c1nn(-c2ccc(Cl)cc2)ccc1=O | -1% | 6 | -6 | x | 139 | -17% | x | x | 139 |
| CCc1ccc(C2CC(c3ccccc3)n3ncnc3N2)cc1 (centres undefined) | -3% | 42* | -42 | 77 | 164* | -12% | 97 | 19 | 164 |
| O=C(Cc1cc(=O)[nH][nH]1)N/N=C/C=C/c1ccccc1 | -4%&3% | 13&-2 | -13&2 | x | 188&161 | -61%&-52% | x | x | 188&161 |
| CN(CC(=O)N1CCCC1)S(=O)(=O)c1cc(Cl)ccc1Cl | -5% | -7 | 7 | 84 | 87 | -13% | 91 | 8 | 87 |
| Cc1cc2c(ccc3[nH]onc32)n1 | 17% | 7 | -7 | 72 | 100 | -21% | 83 | 10 | 100 |
| CC(C)OC(=O)CSc1nnc(-c2ccccn2)n1C | 3% | 6 | -6 | 87 | 198 | 0% | 97 | 10 | 198 |
| COc1ccccc1OCC(=O)Nc1ccc(CSc2ccccc2)cc1C | 2% | 24 | -24 | x | 159 | 17% | x | x | 159 |
| O=C(NCc1ccccn1)c1ccc(COc2ccc(Cl)cc2)o1 | 19% | -4 | 4 | 100 | 171 | 17% | 101 | 1 | 171 |
| COc1ccc2cc(C(=O)O)ccc2c1 | 4% | -3 | 3 | 91 | 135 | -5% | 94 | 3 | 135 |
| COc1ccccc1C1CC(c2ccc(Cl)cc2)Nc2ncnn21 (centres undefined) | -7% | -8 | 8 | 88 | 125 | -14% | 77 | -12 | 125 |
| CCNc1nc(Oc2ccc(=O)[nH]n2)nc(SC)n1 | -2% | 7 | -7 | 89 | 152 | -2% | 103 | 15 | 152 |
| Cc1onc(-c2ccccc2)c1C(=O)N1CCN(S(=O)(=O)c2ccc3c(c2)OCCO3)CC1 | -2% | x | x | 78 | x | -62% | 78 | 0 | x |
| CCCSc1nc(C)c(CC(=O)O)c(=O)[nH]1 | 2% | 9 | -9 | 94 | 101 | 3% | 96 | 2 | 101 |
| C/C(=N\NC(=S)NC(C)C)c1ccc(-n2ccnc2)cc1 | -3% | 2 | -2 | 73 | 155 | -1% | 69 | -3 | 155 |
| CC(C)(C)CC(=O)Nc1ccc(C(N)=O)cc1 | x | 3 | -3 | 93 | 170 | x | 95 | 2 | 170 |
| C=CCN(C(=O)CNC(=O)c1ccco1)C(C(=O)NC1CCCCC1)c1ccc(OC)cc1 (centres undefined) | x | 8 | -8 | 94 | 161 | x | 80 | -14 | 161 |
| O=[N+]([O-])c1ccc(CSc2nc3ccccc3o2)cc1 | 7% | 12 | -12 | x | 169 | 1% | x | x | 169 |
